Compound activity from PubChem.
ARNT TACC3 PPI: disrupts binding between human ARNT and TACC3; inhibition, % at 9.99 µM; hit rate 0.66% among 390,000; AID 623870; AlphaScreen His-ARNT PAS-B/GST-TACC3 binding, luminescence; TACC3 fragment carries E629A point mutation;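 active = mean inhibition of replicates at least 50% and at least half of replicates each reaching 50%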;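 note: 0% = complete ARNT plus TACC3 wells and 100% = ARNT alone without TACC3; many hits fall short of the cut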
An asterisk follows results filed as active.

mol	ARNT TACC3 PPI
CCCCOP(=O)(OCCCC)C(O)c1ccc(Br)cc1 (centres undefined)	12
COC(=O)c1ccc(CN(Cc2ccc(C(=O)OC)o2)C(C)(C)C)o1	1
CC(=O)N1N=C(c2ccc(C)o2)CC1c1ccc(F)cc1 (centres undefined)	-4
CS(=O)(=O)CCC(C(=O)OCc1ccc(Br)cc1)N1C(=O)c2ccccc2C1=O (centres undefined)	-17
CCn1c(SCC(=O)OC2CCCCC2)nc2ccccc2c1=O	-8
CCOC(=O)c1sc(/N=C/c2ccc(O)cc2O)cc1C	6
CC(=O)N1CCCc2ccccc21	-4
CNC(=O)c1ccccc1NC(=O)c1cccc(S(=O)(=O)N2CCC(C)CC2)c1	-2
COc1cc(NC(=O)CSc2nc3cc(C)ccc3cc2C)c(C(=O)O)cc1OC	-2
O=C(N/N=C/c1cc(Br)c(O)c(Br)c1)c1cccc(C(F)(F)F)c1	0
CCn1c(COc2ccc3c(c2)CCCC3)nnc1SCC(=O)Nc1ccc(C(=O)OC)cc1	0
CC1CCCN(CCCCOc2cccc(Br)c2)C1 (centres undefined)	4
CCOc1ccccc1NC(=O)c1cccnc1	-4
CCN(c1ccccc1)S(=O)(=O)c1ccc(Cl)c(NC(=O)CSc2nncn2C)c1	-27
CCCCNC(=O)COC(=O)c1c2c(nc3ccccc13)/C(=C/c1cccs1)CC2	-6
CC1(C)CC(=O)C2=C(C1)N(c1ccc(Cl)cc1)C(=O)C2(O)C(F)(F)F (centres undefined)	-7
COc1ccccc1C(=O)Nc1ccc(S(=O)(=O)N2CCCC2)cc1	5
COc1ccc(/C=C2\SC(=S)N(CCCC(=O)Nc3ccccn3)C2=O)cc1OC	-4
CC1=Nc2cccc3cccc(c23)N1C	13
CCCOc1ccc(C2C(=O)N(C3CCCCC3)CC(=O)N2CCC)cc1OC (centres undefined)	-4
Cc1cccc(-n2c(N)c(-c3nc4ccccc4n3C)c3nc4ccccc4nc32)c1	-7
Cc1ccc(CSc2ccc(-c3cccs3)nn2)cc1	-27
COc1ccccc1/C=c1\sc2nc(-c3ccco3)nn2c1=O	-2
CCCN1C(=O)/C(=C/c2ccco2)SC1=Nc1ccc(OC)cc1	-7
Cc1ccsc1/C=N/n1c(=S)[nH]nc(C)c1=O	66*
COC(=O)c1cc2occc2n1Cc1ccc(Cl)cc1	3
CCOC(=O)C1=C(O)/C(=C/c2ccccn2)SC1=Nc1ccc(Cl)cc1	-8
Cc1cccc(N2CC(=O)N(c3cccc(C)c3)CC2=O)c1	-6
CCOC(=O)C1=C(O)/C(=C\c2cccs2)N=C1C	-11
O=C(NCc1ccc(Cl)cc1)C(=O)NCC1OCCN1C(=O)c1cccs1 (centres undefined)	-1

A few values from the results shown:
ARNT TACC3 PPI with CCOc1ccccc1NC(=O)c1cccnc1 → -4
ARNT TACC3 PPI with CS(=O)(=O)CCC(C(=O)OCc1ccc(Br)cc1)N1C(=O)c2ccccc2C1=O (centres undefined) → -17
ARNT TACC3 PPI with CCn1c(COc2ccc3c(c2)CCCC3)nnc1SCC(=O)Nc1ccc(C(=O)OC)cc1 → 0
ARNT TACC3 PPI with CCN(c1ccccc1)S(=O)(=O)c1ccc(Cl)c(NC(=O)CSc2nncn2C)c1 → -27
ARNT TACC3 PPI with CC1CCCN(CCCCOc2cccc(Br)c2)C1 (centres undefined) → 4
ARNT TACC3 PPI with COc1ccccc1/C=c1\sc2nc(-c3ccco3)nn2c1=O → -2

Shown as a hit in ARNT TACC3 PPI (from the list above):
mol	ARNT TACC3 PPI
Cc1ccsc1/C=N/n1c(=S)[nH]nc(C)c1=O	66*

Next structures:
mol	ARNT TACC3 PPI
O=S(Cc1ccc(Br)cc1)Cc1nnc(SCc2c(F)cccc2Cl)n1-c1ccccc1 (centres undefined)	0
Cc1cc(OCC(=O)O)c2ccccc2n1	-10
C=CCc1ccccc1OCC(O)CN1CCN(C(=O)OCC)CC1 (centres undefined)	-2
COc1cc(-n2c(=O)c3ccccc3n(Cc3cccnc3)c2=O)cc(OC)c1OC	4
CCOCCCNC(=S)N1C2CCC1CC(NC(=O)NC13CC4CC(CC(C4)C1)C3)C2 (centres undefined)	3
O=C(N/N=C/C=C/c1ccccc1)C(O)c1ccccc1 (centres undefined)	5
C=CCN(CC=C)C(=O)c1c(OC)cccc1OC	-7
CCCCc1nn2c(N)c(/C=C3\C=Nc4ccccc43)c(=O)nc2s1	-6
OCCn1c(-c2ccc(F)cc2)csc1=Nc1ccccc1	28
NC(CSC(c1ccccc1)(c1ccccc1)c1cccc2ccccc12)C(=O)O (centres undefined)	3
Cc1nc2cc(NCc3nc4ccccc4n3Cc3ccccc3)ccc2n1C	9
O=C(NCc1ccc(F)cc1)C1CCCN1C(=O)NCc1ccccc1 (centres undefined)	1
COc1cc(-c2nnc(SCc3cc(=O)oc4cc(C)ccc34)o2)cc(OC)c1OC	0
CC(C)OP(=O)(c1ccc(N(C)C)cc1)C(Nc1ccccc1)c1cccnc1 (centres undefined)	-7
Cc1ccc(-c2nc(N3CCOCC3)sc2C(=O)N2CCOCC2)cc1	20
CCCCCn1c(Br)nc2c1c(=O)n(CC(N)=O)c(=O)n2C	-14
O=C(NCCO)c1ccc(CSc2nc3ccccc3[nH]2)cc1	-1
Cc1cc2nc3ccc(=[N+](C)C)cc-3sc2cc1N	38
CC(C)NC(=O)NC(=O)CSc1nnc(COc2ccccc2Cl)o1	34
c1ccc(-c2nnc(N3CCN(c4ccccn4)CC3)c3ccccc23)cc1	27
Cc1ccc(-n2cc(C(=O)c3ccc4ccccc4c3O)cn2)cc1	-8
COc1ccc(C2=CSC3=NCCN23)cc1F	-5
COC(=O)c1cc(C(=O)OC)n(Cc2ccc(Br)cc2)n1	-5
CCc1cccc(C)c1NC(=O)COC(=O)c1c2c(nc3ccccc13)/C(=C\c1cccs1)CCC2	-2
COc1ccc(OC)c(NS(=O)(=O)c2ccc(Cl)nc2)c1	0
CCOc1cc(NC(=O)c2ccco2)c(OCC)cc1NC(=O)COc1ccccc1	-5
COc1ccc(/C=C2/N=C(c3cccs3)OC2=O)cc1OC(C)C	-2
O=C(COc1ccc2ccccc2c1)Nc1cccc(C(=O)Nc2ccccc2C(=O)O)c1	-2
COc1ccccc1/C=C/C=N/n1c(-c2ccncc2)n[nH]c1=S	-1
C/C=N/NC(=O)CCNC(=O)c1ccccc1	-1
COc1cccc(CNc2ccc(F)c(Cl)c2)c1	3
N=C1C(=O)OCC1c1ccccc1NC(=O)CN1CCCCC1 (centres undefined)	-1
CN(C)CC(C)(C)CNC(=S)NCc1ccc2c(c1)OCO2	-4
CCOc1ccc(-c2cnc3n2CCC3)cc1	0
COc1cc(/C=N\NC(=O)c2ccc(Cn3nc([N+](=O)[O-])c(Cl)c3C)o2)ccc1O	24
CS/C(=N/S(=O)(=O)c1ccc(C)cc1)c1ccccc1	18
COc1cc(/C=C/C(=O)OCC(=O)NC(=O)NC23CC4CC(CC(C4)C2)C3)ccc1OCC#N	4
CCSc1nnc(NC(=O)C2CCN(S(=O)(=O)c3ccccc3C(F)(F)F)CC2)s1	0
Cc1nn2c(C(F)(F)F)c3c(nc2c1-c1ccccc1)CCC3	0
Cc1cc(=O)n(C)c(=O)n1CCCCCCOc1cccc([N+](=O)[O-])c1	5
CCn1c(=O)c([N+](=O)[O-])c(N2CCOCC2)c2ccccc21	-3
CCOP(=O)(OCC)C(NC(=O)Nc1ccccc1)C(N)=O (centres undefined)	-13
Nc1ccccc1Nc1ccccc1	4
O=C(CSc1nnc2scc(-c3ccccc3)n12)N1CCN(Cc2ccccc2)CC1	2
CN(C)C(=O)COC(=O)/C=C/c1ccccc1[N+](=O)[O-]	2
Cc1ccc(NCC(=O)c2ccc([N+](=O)[O-])cc2)cc1	-2
CSc1nc2sc3c(c2c2nnnn12)CCCC3	-4
O=C(NC(=S)Nn1cnc2c(cnn2-c2ccccc2)c1=O)c1ccccc1	0
CN(C)c1nc(Oc2ccc(=O)[nH]n2)nc(N2CCOCC2)n1	-8
O=C(CSc1nc2ccccc2[nH]1)NCc1ccc2c(c1)OCO2	-22
COc1ccccc1OCCNS(=O)(=O)c1ccc2oc3ccccc3c2c1	8
COc1ccc(Cn2nnnc2C(c2ccc(F)cc2)N2CCN(C3CCCC3)CC2)cc1 (centres undefined)	-5
CC1C(=O)CCN(C(C)C)C1C (centres undefined)	-5
COC(=O)c1ccc(C2C(Oc3ccc(OC)cc3)C(=O)N2CCc2ccc(F)cc2)cc1 (centres undefined)	-7
Cc1ccc(CNC(=O)COC(=O)c2ccc(Br)cc2)cc1	-4
O=C(O)c1cnc(-c2ccccc2)nc1Sc1cccc(Cl)c1	-8
CCOC(=O)c1ccccc1NC(=O)c1ccccc1N(C)S(C)(=O)=O	-3
Clc1ccc(CSCCc2ccncc2)cc1	-5
CN1OC(c2ccccc2)=C(CO)C1c1ccccc1 (centres undefined)	-4
COc1nc(OC)nc(Oc2ccc([N+](=O)[O-])cc2Cl)n1	19

Ordered by molar mass (lowest first): 4 of the compounds above
mol	ARNT TACC3 PPI
CS/C(=N/S(=O)(=O)c1ccc(C)cc1)c1ccccc1	18
N=C1C(=O)OCC1c1ccccc1NC(=O)CN1CCCCC1 (centres undefined)	-1
CN(C)c1nc(Oc2ccc(=O)[nH]n2)nc(N2CCOCC2)n1	-8
O=C(CSc1nnc2scc(-c3ccccc3)n12)N1CCN(Cc2ccccc2)CC1	2

Next results
mol	ARNT TACC3 PPI
CCCCCCC1CC(CCC(=O)Nc2ccc([N+](=O)[O-])cc2)C(=O)O1 (centres undefined)	-1
COC(=O)c1ccc(/C=C2/SC(=S)N(CCCC(=O)Nc3ccccn3)C2=O)cc1	-1
O=C(N/N=C/c1cn(-c2cccs2)nc1-c1ccccc1)c1ccc(O)cc1	15
CC(C)OCC(O)CCc1n[nH]c(=S)n1-c1ccccc1 (centres undefined)	0
O=C(CC(Cc1ccccc1)c1ccco1)NC1CCCCC1 (centres undefined)	-1
O=C(O)COc1ccc(Br)cc1/C=N/O	0
COc1ccccc1N1CCN(c2ccc([N+](=O)[O-])cc2Cl)CC1	23
COC(=O)c1cccc(NC(=S)Nc2cccc(Cl)c2Cl)c1	3
COC(=O)c1ccccc1NC(=O)COC(=O)c1ccccc1N=Nc1ccc(N(C)C)cc1	8
O=C(NC12CC3CC(CC(C3)C1)C2)c1ccc(-c2cccc(Cl)c2)o1	3
Clc1ccc(-c2nnc3sc(-c4ccc(Br)o4)nn23)cc1	-11
CC(C)(C)N/N=C/c1c(O)n(-c2ccc(Cl)cn2)c(=O)c2ccccc12	7
COc1cc(C2Nc3cccc4cccc(c34)N2)cc(OC)c1OC(C)=O	-5
CCCCn1c(CNC(=O)C23CC4CC(CC(C4)C2)C3)nnc1SC(C)CC (centres undefined)	-1
COc1ccc(-c2csc(NC(=O)c3ccc(S(=O)(=O)N4CCc5ccccc5C4)cc3)n2)c(OC)c1	-12
CC(C)Cn1c(=O)c2c(c3ccccc31)OC(C)C(=O)N2 (centres undefined)	-1
CCOC(=O)C1=NNC(C(=O)c2ccc(C)cc2)C1c1ccc(OC)cc1 (centres undefined)	-2
O=C(/C=C/c1ccc(Cl)cc1)NC(=S)Nc1ccc(NC(=O)c2ccco2)cc1	-1
CCN(CC)CCNCc1ccc(OCc2ccc(Cl)nc2)c(OC)c1	-2
Cc1ccccc1OCC(=O)N/N=C/C=C/c1ccccc1	-3
Cc1cc(C)nc(SCc2cc(=O)c(OC(=O)c3cc([N+](=O)[O-])ccc3Cl)co2)n1	-4
O=C(/C=C/c1cccc(Cl)c1)NCCN1CCOCC1	-2
CC(C)(C)NC(=O)Cn1ccc(=N)c2ccccc21	-3
COc1cc(CCC(=O)Nc2cccc(C(F)(F)F)c2)cc(OC)c1OC	-6
O=C(/C=C/c1ccccc1Cl)N(Cc1ccccc1)C1CCS(=O)(=O)C1 (centres undefined)	9
C/C(=N\NC(=O)c1ccc(C)cc1C)c1ccc(-n2ccnc2)cc1	2
COC(=O)c1ccc(/C=C(\C#N)c2nc3ccccc3s2)cc1	5
O=C(COC(=O)/C=C/c1cccc(C(F)(F)F)c1)Nc1cccc2ccccc12	14
COc1cc(/C=C/C(=O)Nc2ccncc2)cc(OC)c1OC	3
CN1C(=O)/C(=C/c2ccc3c(c2)OCO3)N=C1c1ccccc1	-9

Fetched by compound from the list above:
mol	ARNT TACC3 PPI
O=C(COC(=O)/C=C/c1cccc(C(F)(F)F)c1)Nc1cccc2ccccc12	14
CCOC(=O)C1=NNC(C(=O)c2ccc(C)cc2)C1c1ccc(OC)cc1 (centres undefined)	-2
COc1cc(/C=C/C(=O)Nc2ccncc2)cc(OC)c1OC	3
O=C(/C=C/c1cccc(Cl)c1)NCCN1CCOCC1	-2

The listing continues.
Structure	ARNT TACC3 PPI
CN(CCc1ccccn1)C(=S)NC(=O)c1ccco1	-4
CC(=O)c1c(Nc2ccccc2)sc(C(=O)c2ccccc2)c1C	5
CC(=O)N1CSCC1C(=O)O (centres undefined)	4
CC(C)(C)NC(=O)C1CC(=O)OC1(C)C (centres undefined)	6
Cc1cccc(N/C=C/C(=C(C#N)C#N)N(C)C)c1	6
CCn1c(SCCC(=O)Nc2ccccc2)nnc1-c1ccc(OC)cc1	-9
C1=Nc2ccccc2CN1c1ccccc1	-6
Cc1nn(-c2ccc(F)cc2)c(Cl)c1/C=N/NC(=O)c1cccs1	-3
O=S(=O)(/N=C(\c1ccc(Cl)cc1)N1CCOCC1)c1ccccc1	25
Cc1ccc2c(c1)Oc1ccc(NC(=O)CCl)cc1C(=O)N2	8
O=C(CCC(=O)N/N=C/c1c[nH]c2ccccc12)NCc1ccccc1	4
CCCn1c(CCC(=O)Nc2ccccc2Cc2ccccc2)nc2cc(S(=O)(=O)N3CCOCC3)ccc21	-11
Cc1nnc(Sc2nc3c(c(=O)n(C)c(=O)n3C)n2Cc2ccc(Cl)cc2)s1	-6
CCCc1cc(=O)[nH]c(Nc2cc(OC)ccc2OC)n1	-7
O=c1c2ccc(Cl)cc2nc(-c2cccc(C(F)(F)F)c2)n1O	3
COc1ccccc1/C=N/N(C(C)=O)c1nc(-c2ccc(F)cc2)cs1	-6
O=C(CCN1CCc2ccccc2C(c2ccccc2)C1)c1ccc2c(c1)OCCO2 (centres undefined)	0
CCCc1nc(SCc2ccc(Cl)cc2Cl)n[nH]1	-4

Not all compounds are listed (hit frequency here may not be typical).
